DT40 TDP1 no CPT: qHTS for Inhibitors of human tyrosyl-DNA phosphodiesterase 1 (TDP1): qHTS in cells in absence of CPT; DT40 Tdp1-/- hTDP1 cells, no CPT, ATP luminescence, 48 h; Potency, µM (highest dose often 46.2 µM), for inactives: at the top dose activity change, negative = growth inhibition, usual class: inhibitors; actives 15% (n = 420,000); AID 686978, 2013; further: nearly all actives have a fitted effect of over 55% in size
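Compound effects on proliferation are scored in DT40 Tdp1-/-;hTDP1 cells in the absence of CPT. ATP levels (CellTiter-Glo luminescence) are recorded after a ≥48 hr, 37 °C incubation.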
GCN5L2 inh: blocks human GCN5L2 histone acetyltransferase; Q92830; GCN5L2 HAT assay, ThioGlo1 CoA-SH fluorescence; Potency, µM (titrated, usually from 58.9 µM), for the others: at the top dose activity change, negative = inhibition, actives largely listed as inhibitors; actives 0.21% (n = 390,000); AID 504327
Target sequence (Q92830 whole entry, looked up): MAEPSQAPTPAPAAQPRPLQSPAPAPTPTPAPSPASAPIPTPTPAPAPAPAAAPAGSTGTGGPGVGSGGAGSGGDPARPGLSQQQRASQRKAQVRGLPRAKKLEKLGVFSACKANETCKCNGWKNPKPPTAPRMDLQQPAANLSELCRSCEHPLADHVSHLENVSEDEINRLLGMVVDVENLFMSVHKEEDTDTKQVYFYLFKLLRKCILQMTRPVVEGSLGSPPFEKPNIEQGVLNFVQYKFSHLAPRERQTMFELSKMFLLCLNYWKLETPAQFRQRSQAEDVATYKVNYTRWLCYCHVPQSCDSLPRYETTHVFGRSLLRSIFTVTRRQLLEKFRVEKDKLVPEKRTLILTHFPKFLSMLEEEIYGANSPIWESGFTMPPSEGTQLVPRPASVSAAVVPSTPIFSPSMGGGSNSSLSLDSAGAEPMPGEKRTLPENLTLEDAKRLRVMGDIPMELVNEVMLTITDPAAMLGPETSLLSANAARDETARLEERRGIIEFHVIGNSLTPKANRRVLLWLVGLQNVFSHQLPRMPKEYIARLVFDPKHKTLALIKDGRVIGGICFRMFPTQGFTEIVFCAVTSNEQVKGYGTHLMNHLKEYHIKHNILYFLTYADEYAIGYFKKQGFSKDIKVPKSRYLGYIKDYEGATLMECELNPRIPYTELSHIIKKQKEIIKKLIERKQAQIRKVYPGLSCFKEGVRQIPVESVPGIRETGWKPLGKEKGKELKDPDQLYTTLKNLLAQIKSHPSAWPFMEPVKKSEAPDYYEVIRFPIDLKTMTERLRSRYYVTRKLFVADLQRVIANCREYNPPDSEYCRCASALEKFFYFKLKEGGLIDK
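ThioGlo1-coupled HAT assay: 20nM GCN5L2, 70uM acetyl-CoA, 75uM H3(1-25) peptide, pH 7.5. Fluorescence read at 340/540nm at start and after 20 min at room temperature.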
TDP1 cell CPT: DT40-hTDP1 cell growth loss with CPT; chicken DT40 Tdp1-/-;hTDP1 cells + 20 nM CPT, ATP luminescence, 48 h; Potency, µM (top dose mostly 46.2 µM), for inactives: at the top dose activity change, negative = growth inhibition, hits mostly inhibitors; actives 12% (n = 420,000); AID 686979; further: nearly all actives have a fitted effect of over 55% in size
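Chicken DT40 Tdp1-/- cells stably complemented with human TDP1 were seeded at 400 cells/well in medium containing 20 nM camptothecin, exposed to pin-transferred compounds, and grown at 37 °C for at least 48 hr. Viability was read as ATP luminescence.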
* marks the source's active call; other numbers are inactive results; u = inconclusive; x = no result given; [ ] = another dose, or the depositor's remark. The call rests on the fitted dose curve; in most records, active means well fitted curve in the direction sought with a large enough effect; inconclusive means small, poorly fitted or top-dose-only effect, or another doubt; inactive means no such curve, though single readings can be large; an effect the other way counts as inactive or inconclusive. On the % scale 0 is the no-effect control and ±100 the full control effect; potency means the concentration at half of the fitted maximal effect.

SMILES	DT40 TDP1 no CPT	GCN5L2 inh	TDP1 cell CPT
Nc1ccc(-n2nc(C(F)(F)F)cc2C(F)(F)F)cc1	-1%	-1%	4%
O=C(Nc1nnc(-c2ccco2)o1)c1ccc(Cl)cc1	13µM*	-7%	u
COc1cc(/C=N/NC(=O)C(=O)NCc2cccnc2)cc(OC)c1OC	0%	-3%	-11%
COCc1nnc(NC(=O)c2ccccc2[N+](=O)[O-])s1	-9%	-4%	-17%
CCOc1ccc(S(=O)(=O)NCCC(=O)NCC(c2cccs2)N(C)C)cc1 (stereo unspecified)	-18%	3%	-5%
CC(C)(C)NC(=O)COc1coc(CN2CCN(Cc3ccccc3)CC2)cc1=O	-19%	-10%	17%
O=C(Cn1cnc2ccccc2c1=O)OCC(=O)c1ccc2c(c1)OCCO2	-12%	-3%	-19%
CC(C)OCC(O)CN1CCN(CCN2C(=O)c3cccc4cccc(c34)C2=O)CC1 (stereo unspecified)	u	-5%	3%
CCOC(=O)c1nn(-c2ccc(F)cc2)c2nc(CC(C)C)c(C#N)c(=O)n12	-10%	-2%	7%
Cc1cc(C)c(C(=O)NCC2CCCO2)c(C)c1C(=O)NCC1CCCO1 (stereo unspecified)	-6%	2%	1%
COC(=O)c1cccc(NS(=O)(=O)c2ccc(NC(C)=O)cc2)c1C	4%	-3%	-5%
O=C(CSc1nc2ccccc2c(=O)n1CCCN1CCOCC1)NCCc1ccccc1	-29%	-2%	5%
Cc1cccc(C)c1NC(=S)NC(=O)c1cccc(Cl)c1	u	x	u
CNC(=O)Nc1cccc(C(F)(F)F)c1	-1%	-1%	-17%
CC1(C)OC(=O)N(c2ccccc2)C12C=Cc1c(ccc3ccccc13)O2 (stereo unspecified)	u	-6%	u
O=C(NN=Cc1ccccc1Cl)c1cccc2ccccc12	u	x	0%
COC(=O)c1cc(Br)c(=O)n(CCN2CCCC2)c1	-19%	-2%	9%
COc1cc(NC(=O)Cc2cccs2)cc(OC)c1	18µM*	-5%	u
Cc1cc(C)n2nc(N)nc2n1	-20%	x	7%
Cc1cnnn1-c1ccc(C(=O)CCl)cc1	2.6µM*	-7%	2.3µM*
CCC(C)[C@H](NC(=O)NCc1ccc(S(N)(=O)=O)cc1)C(=O)OC (stereo partly specified)	-20%	0%	-3%
Cc1nc(NC(=O)CSc2nncs2)c(Cl)cc1Cl	19%	8%	-11%
CCCCn1nnnc1SCC(=O)NC1CCCCC1	-3%	-5%	7%
O=C(NCc1ccncc1)/C(=C/c1cccc([N+](=O)[O-])c1)NC(=O)c1ccccc1	0%	-3%	1%
CC1CN(C(=O)CCc2ccccc2)C(C)CN1C(=O)CCc1ccccc1 (stereo unspecified)	23µM*	1%	u
CCc1ccc(NC(=O)CSC2=Nc3ccccc3C3=NC(CCC(=O)NCc4cccs4)C(=O)N23)cc1 (stereo unspecified)	u	1%	u
C=CCNC(=O)c1c(CSc2ccc(F)cc2)noc1C(=O)NCCC	-9%	-12%	-9%
CC(=O)c1c(C)[nH]c(C(=O)OCC(=O)N2CCN(c3ccccc3)CC2)c1C	3%	x	-20%
Cc1[nH]c(C)c(S(=O)(=O)N2CCc3ccccc32)c1C(=O)N1CCCCC1	2%	3%	-16%
O=C(CN1C(=O)C(=O)N(Cc2ccccc2)C1=O)Nc1ccc(F)c(Cl)c1	-5%	-5%	0%
CCOC(=O)C1CN(S(=O)(=O)c2ccc(OC)cc2)c2cc(CC(=O)OC)ccc2O1 (stereo unspecified)	-27%	-3%	u
Cc1ccc(N2CCN(C(=O)NCc3noc4ccccc34)CC2C)cc1 (stereo unspecified)	u	-3%	21µM*
COc1cccc(C(=O)NCc2n[nH]c(=S)n2-c2cccc(C)c2)c1	-9%	1%	0%
CCN(CC(=O)Nc1ccc(NC(C)=O)cc1)CC(=O)Nc1ccc(F)c(Cl)c1	u	-1%	5%
S=C(Nc1ccc(Cl)cc1)c1nc2ccccc2[nH]1	u	-3%	u
O=C1CC(c2ccc(Cl)cc2)n2nc(N3C(=O)c4ccccc4C3=O)nc2N1 (stereo unspecified)	-29%	-1%	-11%
O=C(NCc1ccccc1)/C(=C/c1ccco1)NC(=O)c1ccco1	1%	-5%	-19%
O=C(c1cc(Br)c[nH]1)N1CCCCC1	-6%	-13%	-1%
COC(=O)[C@]1(C)N[C@H](c2ccc(-c3ccc(OC)cc3)cc2)[C@@H]2C(=O)N(C)C(=O)[C@@H]21	-14%	-1%	-9%
COc1ccc(C(=O)NC(C)Cc2c[nH]c3ccccc23)cc1 (stereo unspecified)	u	x	u

3 records drawn at random from those above, as already listed:
SMILES	DT40 TDP1 no CPT	GCN5L2 inh	TDP1 cell CPT
CCc1ccc(NC(=O)CSC2=Nc3ccccc3C3=NC(CCC(=O)NCc4cccs4)C(=O)N23)cc1 (stereo unspecified)	u	1%	u
CC1CN(C(=O)CCc2ccccc2)C(C)CN1C(=O)CCc1ccccc1 (stereo unspecified)	23µM*	1%	u
O=C(Cn1cnc2ccccc2c1=O)OCC(=O)c1ccc2c(c1)OCCO2	-12%	-3%	-19%

The listing continues.
SMILES	DT40 TDP1 no CPT	GCN5L2 inh	TDP1 cell CPT
O=C(c1ccccc1S(=O)(=O)NCc1ccccc1)N1CCCC1	7%	1%	-1%
CCNc1oc(-c2ccc(COc3ccc(Cl)cc3)o2)nc1C#N	u	-3%	u
COC(=O)c1c(NC(=O)c2ccc(S(=O)(=O)N3CCC(C)CC3)cc2)sc2c1CCN(C)C2	u	-6%	u
COc1cccc(NC(=O)Nc2nnc([C@@H]3C[C@H](O)[C@@H](CO)O3)s2)c1	u	x	-11%
CCOCCCN(C)C1CCN(C(=O)c2oc3ccccc3c2NC(=O)COc2cccc(C)c2)CC1	5%	-26%	u
Cc1c(C(=O)N2CCN(c3ccc([N+](=O)[O-])cc3)CC2)oc2ccccc12	16µM*	-8%	u
O=C(CCCCl)NC(=S)Nc1ccc(N2CCOCC2)cc1	1%	-13%	9%
O=C(NCc1ccco1)c1ccc(Cn2c(SCc3ccccc3)nc3cccnc32)cc1	26µM*	-6%	4.1µM*
O=C(NCCO)c1cc([N+](=O)[O-])cc2c1C=Cc1ccccc1O2	-9%	-4%	-5%
COCC(=O)Nc1ccc([N+](=O)[O-])cc1OC	-3%	-1%	0%
COc1ccc(S(=O)(=O)Nc2cccc(-c3ccc(N4CCCCCC4)nn3)c2)cc1F	u	-9%	u
CCCCNc1ccc2c(c1)C1CC2CCN1C(=O)OCc1ccccc1 (stereo unspecified)	u	x	u
CCS(=O)(=O)c1ccc2c(c1)N(S(=O)(=O)c1ccc(C)cc1)CC(C(=O)O)O2 (stereo unspecified)	-7%	-1%	1%
COc1cccc(C(c2sc3nc(C)nn3c2O)N2CCC3(CC2)OCCO3)c1 (stereo unspecified)	-21%	0%	5%
COc1ccc(Cl)cc1NC(=O)C1CC(c2ccccc2Cl)=NO1 (stereo unspecified)	-15%	x	-29%
O=C(c1ccccc1SCc1ccc(F)cc1)N1CCOCC1	-29%	-1%	-7%
COc1ccc(CNc2ncc(-c3ccc(F)cc3)n2C)c2ccccc12	16µM*	0%	23µM*
COc1cccc(N2C(=O)C3CC=C(Cl)CC3C2=O)c1 (stereo unspecified)	-5%	2%	-11%
O=C(NNC(=S)NC1CCCCC1)c1ccccc1Br	u	-12%	u
O=C(Cc1c(O)c2ccccc2[nH]c1=O)NCc1ccc(F)cc1	-11%	-2%	22%
CC(=O)C1=CN(Cc2ccccc2)CCC1=O	-8%	x	-1%
COc1ccc(/C=C2\SC(=O)N(CC(=O)Nc3ccc(F)cc3)C2=O)cc1O	15µM*	-20%	u
Cc1c(F)cccc1NC(=O)CCC(=O)O	-11%	-1%	-5%
Cc1ccccc1-c1cc(-c2ccccc2O)n[nH]1	23µM*	-16%	21µM*
CCc1ccc(-n2c(N3CCN(c4cccc(C)c4C)CC3)nc3ccccc3c2=O)cc1	u	-8%	u
O=C(NC12CC3CC(CC(C3)C1)C2)c1ccco1	1%	1%	-3%
Cc1cc(C)n(CC(=O)NNC(=O)COc2ccc(Cl)cc2Cl)n1	-14%	-3%	10%
CC(C)(C)C(=O)Nc1nnc(SCC(=O)NC2CCCCC2)s1	u	-1%	-17%
O=C(NC1(C(F)(F)F)C(=O)Nc2c1c(=O)[nH]c(=O)n2CCc1ccccc1)c1ccc(Cl)cc1 (stereo unspecified)	4%	-9%	9%
CCN1C(=O)C(O)(CC(=O)c2ccccn2)c2ccccc21 (stereo unspecified)	5.2µM*	-1%	5.8µM*
Cc1cc(C)nc(N(C#N)Cc2cccc([N+](=O)[O-])c2)n1	-6%	-16%	-1%
Cc1nc2ccccc2nc(C)c1=NOCc1cccc(F)c1	u	-8%	u
CC1(C(=O)Nc2ccc(F)cc2F)CCN1C(=O)Cc1ccccc1 (stereo unspecified)	-3%	x	-13%
O=C(COc1ccccc1)N1c2ccccc2Sc2ccccc21	-49%	-17%	-37%
CCCCNc1nc2c(c(=O)n(Cc3ccc(Cl)c(Cl)c3)c(=O)n2C)n1C	29µM*	-19%	u
COc1cccc(C2CC(c3cccc(Br)c3)n3nc(N)nc3N2)c1 (stereo unspecified)	u	-2%	u
O=C(CN1c2cccc3cccc(c23)S1(=O)=O)N1CCN(c2ccc(F)cc2)CC1	-16%	-6%	-26%
Cc1cccc(C(=O)NCC(=O)N2CCN(c3ccccn3)CC2)c1	3%	-3%	12%
COc1ccc2[nH]cc(CCN3C(=O)CCC3=O)c2c1	-3%	-1%	-7%
CCOc1ccc(OCC)c(NC(=O)C2CCCN(c3ncccn3)C2)c1 (stereo unspecified)	-23%	1%	u
COCCC(=O)N1CCC(Oc2ccc(C(=O)NCCc3cn[nH]c3)cc2)CC1	22%	-1%	0%
Cc1cc(Nc2ncc(Cl)cc2Cl)n[nH]1	u	0%	-25%
C[C@H](CO)N1C[C@H](C)[C@@H](CN(C)C(=O)Nc2ccc(C(F)(F)F)cc2)Oc2ccc(NC(=O)CCC(F)(F)F)cc2C1=O	-4%	-2%	-25%
Cc1ccc(S(=O)(=O)CCC(=O)OCC(=O)NCc2ccc(F)cc2)cc1	-11%	x	-5%
CCCc1nc2scc(-c3ccc(C)cc3)c2c(=O)n1N	18µM*	1%	u
CCCCCC(=O)Nc1cccc(-c2nc3ncccc3o2)c1	-18%	76%[activator]	2%
Cc1nn(CC(=O)Nc2ccc(N3CCOCC3)cc2)c(C)c1Cl	1%	-15%	-3%
Cc1cc(C)cc(NC(=O)Nc2ccccc2OCc2cc(=O)n3ccccc3n2)c1	u	0%	u
Cn1c(CNC(=O)OC(C)(C)C)n[nH]c1=S	4%	-8%	9%
CCOCCc1nn2c(=O)cc(COC(=O)COc3ccccc3Cl)nc2s1	0%	-16%	-6%
COc1ccccc1S(=O)(=O)Cc1ccc(C(=O)NCC(OC)OC)o1	4%	4%	-2%
COc1ccc(CNC(=O)c2ccc(CS(=O)c3ccccc3)o2)cc1 (stereo unspecified)	4%	-16%	0%
Cc1ccc(C(=O)NC(=S)NCC2CCCO2)cc1Br (stereo unspecified)	29µM*	-2%	u

Compounds listed so far with an NH in an aromatic ring (13):
SMILES	DT40 TDP1 no CPT	GCN5L2 inh	TDP1 cell CPT
CC(=O)c1c(C)[nH]c(C(=O)OCC(=O)N2CCN(c3ccccc3)CC2)c1C	3%	x	-20%
Cc1[nH]c(C)c(S(=O)(=O)N2CCc3ccccc32)c1C(=O)N1CCCCC1	2%	3%	-16%
COc1cccc(C(=O)NCc2n[nH]c(=S)n2-c2cccc(C)c2)c1	-9%	1%	0%
S=C(Nc1ccc(Cl)cc1)c1nc2ccccc2[nH]1	u	-3%	u
O=C(c1cc(Br)c[nH]1)N1CCCCC1	-6%	-13%	-1%
COc1ccc(C(=O)NC(C)Cc2c[nH]c3ccccc23)cc1 (stereo unspecified)	u	x	u
O=C(Cc1c(O)c2ccccc2[nH]c1=O)NCc1ccc(F)cc1	-11%	-2%	22%
Cc1ccccc1-c1cc(-c2ccccc2O)n[nH]1	23µM*	-16%	21µM*
O=C(NC1(C(F)(F)F)C(=O)Nc2c1c(=O)[nH]c(=O)n2CCc1ccccc1)c1ccc(Cl)cc1 (stereo unspecified)	4%	-9%	9%
COc1ccc2[nH]cc(CCN3C(=O)CCC3=O)c2c1	-3%	-1%	-7%
COCCC(=O)N1CCC(Oc2ccc(C(=O)NCCc3cn[nH]c3)cc2)CC1	22%	-1%	0%
Cc1cc(Nc2ncc(Cl)cc2Cl)n[nH]1	u	0%	-25%
Cn1c(CNC(=O)OC(C)(C)C)n[nH]c1=S	4%	-8%	9%

Source: PubChem BioAssay (National Center for Advancing Translational Sciences (NCATS))
